Compound activity: PubChem BioAssay, several laboratories
Rtt109 HAT inh: C. albicans Rtt109 histone acetyltransferase inhibition. 0.16% of 330,000 active. Q5AAJ8. AID 540336. purified Rtt109/Vps75, ThioGlo CoA-SH fluorescence, 4 h. inhibition, % at 34.9 µM;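 active = inhibition of at least 50% in every replicate; inconclusive = best replicate reaches 50% inhibition but some replicates fall short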
Target sequence (Q5AAJ8 whole entry, looked up): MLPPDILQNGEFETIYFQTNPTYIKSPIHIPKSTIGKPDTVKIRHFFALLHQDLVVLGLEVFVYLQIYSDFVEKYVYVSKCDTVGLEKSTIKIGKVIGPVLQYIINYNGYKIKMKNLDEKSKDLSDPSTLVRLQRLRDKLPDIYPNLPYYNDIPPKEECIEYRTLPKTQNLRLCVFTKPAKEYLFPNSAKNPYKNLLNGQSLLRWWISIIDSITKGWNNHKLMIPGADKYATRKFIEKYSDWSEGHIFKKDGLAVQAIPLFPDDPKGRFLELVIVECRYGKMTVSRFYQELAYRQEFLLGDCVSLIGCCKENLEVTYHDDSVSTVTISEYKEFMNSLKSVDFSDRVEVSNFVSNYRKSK
MITF TRPM1 HTS: increases MITF-driven TRPM1 promoter luciferase signal; SK-MEL-5 TRPM1-promoter luciferase, 24 h; % of positive control, neutral wells = 0; activation, % at 12.5 µM; 0.75% of 300,000 active;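 active = mean activation of at least 80% with every replicate also reaching 80%; inconclusive = mean reaches 80% but some replicate falls short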;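 note: 0% = neutral control wells and 100% = parthenolide positive control wells; values of inactives mirror those of a sister screen read the other way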
dFosB activator: activators of mouse delta FosB homodimer; P13346; 0.99% of 340,000 active; AID 493131; activation, % at 25 µM; purified delta FosB, TAMRA-CDK5 oligo fluorescence polarization; percent of positive-control signal above neutral wells;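 active = mean activation above about 17%, with every replicate also reaching it, limit read from the data, passing the limit was not always enough; inconclusive = only one of the two conditions met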;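 note: fluorescence polarization rise as delta FosB binds a TAMRA Cdk5 AP-1 oligo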
Target sequence (P13346 whole entry, looked up): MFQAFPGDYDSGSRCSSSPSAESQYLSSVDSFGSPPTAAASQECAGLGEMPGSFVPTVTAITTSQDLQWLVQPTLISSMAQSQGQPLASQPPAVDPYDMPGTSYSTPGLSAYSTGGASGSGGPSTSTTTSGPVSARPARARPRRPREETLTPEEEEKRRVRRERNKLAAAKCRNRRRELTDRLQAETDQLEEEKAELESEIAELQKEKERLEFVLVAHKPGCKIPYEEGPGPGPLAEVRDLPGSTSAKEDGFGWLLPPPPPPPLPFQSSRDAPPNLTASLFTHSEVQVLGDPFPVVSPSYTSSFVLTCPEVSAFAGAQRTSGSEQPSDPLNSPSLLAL
CAL PDZ FP-1: inhibitors of human CAL PDZ peptide binding. inhibition, % at 24.9 µM. AID 602252. purified CAL PDZ, TMR-peptide fluorescence polarization, 1 h. 0.92% of 300,000 active;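 active = mean inhibition of at least 30% with at least half of replicates also reaching 30%; inconclusive = no clear call, values can overlap the other calls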;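 note: 0% = DMSO neutral control and 100% = excess unlabeled competitor peptide PRC23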
CAL PDZ FP-2: inhibitors of human CAL PDZ peptide binding; purified CAL PDZ, TMR-peptide fluorescence polarization, 1 h; 0.02% of 330,000 active; inhibition, % at 20 µM; Q9HD26; AID 504414;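 active = highest replicate inhibition of at least 40%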;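 note: plate controls were DMSO neutral control wells for no effect and unlabeled competitor peptide control wells for full effect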
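Material: tagged CAL PDZ protein CerCALP, purified; buffer or medium: sodium phosphate/NaCl buffer pH 7.4 with TCEP, IgG, Thesit; also added: fluorescent TMR peptide probe; schedule: 1 h incubation at room temperature before polarization reading; technique: fluorescence polarization from S- and P-plane intensities, G-factor corrected; control set: unlabelled peptide and DMSO controls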
RTF Ca sens act: cardiac RTF calcium sensitization; P19429+P45379; 0.24% of 340,000 active; activation, % at 7.2 µM; AID 493008; IANBD-labeled TnC RTF fluorescence at EC20 calcium; 0% EC20 calcium, 100% full calcium;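 active = activation above the mean over all tested compounds plus 3 SD, cut at about 30% in these data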;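 note: rise in fluorescence read as greater calcium sensitivity of cardiac thin filaments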
CDK5 inh: CDK5/p35 (human) kinase inhibition; Recombinant CDK5/p35, ADP-Glo luminescence, 60 min; 0.01% of 330,000 active; inhibition, % at 10 µM;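 active = highest replicate inhibition of at least 50% and at least 75% of replicates reaching 50%; inconclusive = only one of the two criteria met; inactive = both criteria failed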;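 note: plate controls were DMSO neutral control for no effect and GW8510 at 10 µM for full effect; many of its hits are not listed in these tables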
Wnt act: Wnt/beta-catenin pathway activation. 1.2% of 300,000 active. Wnt/beta-catenin reporter cell assay, activator, plate reader. activation, % at 9.35 µM; in the data active = activation above about 30%, passing the limit was not always enough; inconclusive = no clear call, values can overlap the other calls;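 note: 0% = neutral control wells and 100% = positive control wells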
V-ATPase pH: alters yeast V-ATPase proton transport. S. cerevisiae, pHLuorin cytosolic pH fluorescence. response, % at 10 µM. 0.37% of 350,000 active; in the data active = response mostly above about 7.3%, no sharp cut-off; inactive = mostly below about 5.4%; note: actives read high; inactives centre near 0; some compounds called inactive have numbers as strong as hits
Tat export inh: E. coli Tat transport inhibition. E. coli MC4100 TorA-mCherry Tat export, fluorescence. inhibition, % at 10 µM. 0.036% of 340,000 active. AID 488895;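 active = mean replicate inhibition at least 50% and at least half of replicates individually reaching 50%; inconclusive = only one of the two criteria met; inactive = neither criterion met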;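 note: exported cargo escapes ClpAP degradation while cytoplasmic cargo is degraded and loses fluorescence; 0% = median of neutral control wells and 100% = median of NaSCN control wells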
An asterisk follows results filed as active; ? = inconclusive; . = no result given; & = joins results of further samples.

structure,Rtt109 HAT inh,MITF TRPM1 HTS,dFosB activator,CAL PDZ FP-1,CAL PDZ FP-2,RTF Ca sens act,CDK5 inh,Wnt act,V-ATPase pH,Tat export inh
Cc1cccc(N2CCN(C(=O)CCS(=O)(=O)c3ccc4c(c3)NC(=O)C(C)S4)CC2)c1C (stereo unspecified),8,-14,1,-5,-0.2,-3,-0.5,-3,1,4
Cc1cnn(C(=S)NCc2ccco2)c1,-9,.,-1,-2,0.1,1,-2.5,.,1,-3
O=Cc1cn(CC(=O)N2CCCCCC2)c2ccccc12,9,10,-4,-5,-1.6,-4,1.8,-1,-1,-3
COc1ccc(NC(=O)c2nn(C)c(C(=O)Nc3ccc(OC)cc3)c2[N+](=O)[O-])cc1,13,.,-1,1,1.1,3,9.5,1,1,-1
CC(=O)N1c2ccc(S(=O)(=O)N3CCC(C(=O)NC(C)c4ccccc4)CC3)cc2CC1C (stereo unspecified),8,.,-6,.,-1.7,2,-0.7,-5,-2,-2
Cc1ccc(C)c(NC2CCCCC2NS(=O)(=O)c2ccccc2)c1 (stereo unspecified),12,-7,-8,-4,-1.9,-2,.,-3,-2,-1
O=C(OCc1nc2ccccc2[n+]([O-])c1C(=O)c1ccccc1)c1cccs1,-3,-2,-12,-5,0.1,8,-1.6,-2,-3,-6
COc1ccc(NC(=O)CS(=O)CC(=O)NCC2OCCc3ccccc32)cc1 (stereo unspecified),-4,-9,-2,14,0.2,-1,0.3,-1,2,0
CC(C)=CCOc1ccc2ccc(=O)oc2c1,-7,42,-1,-3,-0.9,-4,-1.3,17,-1,2
Cc1cc(C)cc(NC(=O)Cn2c(-c3ccccc3Cl)nc3ccccc32)c1,7,7,?,-3,-0.5,-1,2.8,-2,-1,0
O=C(CC1CCCC1)NCCS(=O)(=O)N1CCN(c2ccc(F)cc2)CC1,-5,-20,3,2,-1.5,0,-1.0,-1,-2,-4
Cn1nnnc1SCC(=O)Nc1cccc(S(=O)(=O)N2CCCCC2)c1,0,-6,4,-4,-0.2,0,-0.8,-2,3,-2
COc1cc(C(c2c(NC(=O)c3ccco3)sc(C)c2C)N2CCOCC2)cc(OC)c1OC (stereo unspecified),13,-1,-13,-2,-0.9,-4,1.9,4,7,1
CCOC(=O)c1oc2c(CN3CCN(C)CC3)c(O)c(CC)cc2c(=O)c1-c1nc2ccccc2s1,-4,9,3,-3,-1.2,0,-0.7,-4,-2,-1
COc1ccc(S(=O)(=O)N2CC(C)N(C(=O)N(C)C)C2C(C)C)cc1 (stereo unspecified),2,3,3,-1,-3.1,0,-1.1,-2,-4,0

Remaining list, next part
structure,Rtt109 HAT inh,MITF TRPM1 HTS,dFosB activator,CAL PDZ FP-1,CAL PDZ FP-2,RTF Ca sens act,CDK5 inh,Wnt act,V-ATPase pH,Tat export inh
COc1ccc(OC)c(N=c2oc3cc(O)ccc3cc2C(N)=O)c1,.,.,-1,-2,-0.4,-3,0.0,.,-2,-1
Cn1cc(CN2CCN(CC(C)(C)C)C(CCO)C2)c2ccccc21 (stereo unspecified),17,-4,3,-25,0.9,-1,0.7,0,4,5
CCCS(=O)(=O)N1CCCC(C(=O)NC2CCCCC2)C1 (stereo unspecified),-11,16,3,-1,-1.5,1,-0.4,.,-4,-8
Cc1cccc(Nc2nnc(SCC(=O)Nc3ncc(C(F)(F)F)cc3Cl)s2)c1C,-3,11,-4,0,-1.1,4,0.4,6,1,5
COC(=O)c1sccc1-n1cc(C#N)c(=O)n(C)c1=O,-2,.,-4,0,-0.1,2,-0.6,4,-3,0
CC(=O)c1sc(NC(=O)c2ccc(Cn3cc(Br)cn3)o2)nc1C,1,3,-8,0,-0.6,9,-8.4,.,-2,-1
O=C(NCC1CCS(=O)(=O)C1)NCC1CCS(=O)(=O)C1 (stereo unspecified),12,11,-5,-7,.,-3,-1.6,.,5,-6
C/C(=N/NC(=O)CNC(=O)C1COc2ccccc2O1)c1ccc2c(c1)OCCO2 (stereo unspecified),24,-11,-9,5,-0.3,.,1.9,1,-1,-3
COc1ccc(OCc2nc(C#N)c(N3CCN(c4ccc(OC)cc4)CC3)o2)cc1,1,8,-16,.,0.4,3,-1.9,8,-1,3
CSc1nc(C)c2c(n1)N(c1ccc(O)cc1)CC2,2,0,-5,-2,-0.1,5,2.7,1,-6,-10
CC(OC(=O)C1=COCCO1)C(=O)NC1(C#N)CCCCC1 (stereo unspecified),-4,-5,-3,.,-0.1,0,0.1,-3,2,-9
O=C(NCc1ccccc1Cl)c1ccc(-c2ccccc2)cc1,21,26,-9,-3,-2.4,-1,-2.2,0,6,11
COc1cc(C(=O)NCCC(=O)NCCN2CCCCCC2)cc(OC)c1OC,-7,-26,-2,.,1.1,0,-1.2,.,0,3
CCOC(=O)c1sc2nc3c(SCC(=O)O)cc(C(=O)c4cc(F)ccc4O)cn3c(=O)c2c1C,16,-3,-10,.,-0.2,-22,-0.3,0,-3,2
COc1cc(C)ccc1OCc1cc(C(=O)N2CCN(C3CCCCC3)CC2)no1,12,66,-2,.,-0.7,0,-1.1,19,-2,-2

Following part
structure,Rtt109 HAT inh,MITF TRPM1 HTS,dFosB activator,CAL PDZ FP-1,CAL PDZ FP-2,RTF Ca sens act,CDK5 inh,Wnt act,V-ATPase pH,Tat export inh
CCc1ccccc1SCc1noc(C(=O)NCC2CCCO2)c1C(=O)O (stereo unspecified),-6,3,1,-2,-1.3,17,0.3,0,-4,4
O=C(Cn1cc2c(n1)CCCC2)Nc1ccccc1Cl,-6,1,7,-5,-0.6,-1,0.5,1,1,-5
CCC(C)NC(=O)CSc1nc2n[nH]c(C)c2c(=N)n1-c1ccc(OC)cc1 (stereo unspecified),-1,-11,2,-4,-2.1,1,-4.3,0,-4,-3
Cc1ccc2c(c1)c(N=NC(N)=S)c(O)n2Cc1ccccc1,-6,3,1,-1,-2.6,-22,-1.4,-6,3,-3
Cc1ccc(CSc2[nH]c(=O)ncc2C)cc1,-3,5,1,-7,-1.2,-3,-0.1,2,-2,9
O=C(NNC(=O)c1cccs1)c1ccc(Cl)c(Cl)c1,.,12,11,-2,-1.9,-3,-0.5,4,-1,8
COc1ccc(-c2cc3c(=O)n(CC(=O)NCc4cccnc4)nc(C)n3n2)cc1,-3,21,-4,2,-3.2,1,-1.1,1,1,5
Cc1ccc(NC(=O)COC(=O)c2ccc(S(=O)(=O)N3CCCCC3)cc2)cc1,4,-9,2,-1,-1.0,-6,1.4,0,7,4
Cc1ccnc(NC(=O)CCC(=O)N(Cc2ccco2)C(C(=O)NC(C)C)c2ccc(F)cc2)c1 (stereo unspecified),12,-4,-8,1,-2.4,-2,-1.0,-2,4,-3
COc1ccc(N(CC(=O)NCCc2ccccc2)C(=O)CCC(=O)Nc2ccccn2)cc1,-1,-13,-8,-1,-0.3,1,2.1,0,-3,-2
O=S(=O)(Nn1cnnc1)c1ccccc1,2,-1,2,-2,1.1,-1,0.2,.,0,-2
COc1ccc(/C=N/NC(=O)C[n+]2ccccc2)c(OC)c1OC,3,-2,3,0,-0.1,-2,0.2,-3,2,-6
O=C(CCc1ccccc1O)N/N=C/c1ccc(Sc2cccc3cccnc23)o1,-4,.,3,-4,-1.9,3,2.0,-2,1,6
CNC(=S)N/N=C/c1ccccc1OCC(=O)O,-3,-6,3,-7,0.8,7,-1.1,4,-2,-4
CC(=O)c1c(O)cc(C)n(Nc2nc(C)cc(C)n2)c1=O,3,4,-6,-2,-0.5,0,-0.4,.,4,4

Next part
structure,Rtt109 HAT inh,MITF TRPM1 HTS,dFosB activator,CAL PDZ FP-1,CAL PDZ FP-2,RTF Ca sens act,CDK5 inh,Wnt act,V-ATPase pH,Tat export inh
Cc1cc(C(=O)N2CCC(CO)(Cc3cccc(C(F)(F)F)c3)CC2)n[nH]1,2,0,-3,-5,-2.2,5,-0.3,-1,2,5
C[C@H](NC(N)=O)C(=O)OCC(=O)NCc1cccs1,-3,-13,-6,-1,-0.4,2,3.6,-2,5,-5
CCn1cc(C(=O)N[C@@H](CCSC)C(=O)NCCCN2CCOCC2)c(=O)c2cc3c(cc21)OCO3,4,2,-13,-4,-0.6,-1,1.0,-1,2,8
CCCN(C(=S)Nc1ccccc1)C1CCS(=O)(=O)C1 (stereo unspecified),0,6,2,-1,-1.2,2,1.1,.,0,-6
COc1ccc(NC(=O)c2c(F)cccc2Cl)cc1S(=O)(=O)N1CCOCC1,-6,-11,1,-2,0.6,3,1.0,-4,-2,-4
C/C=C(/C)C(=O)O[C@@H]1c2c(ccc3ccc(=O)oc23)OC(C)(C)[C@@H]1OC(C)=O,-5,.,-9,-1,-1.8,0,-0.8,0,2,-3
Cc1ccc(C)c(N2CCN(C(=O)c3csc4ccccc34)CC2)c1,4,-6,3,-1,-0.7,-4,0.6,-5,-2,7
O=C(Cn1c(=O)oc2cc(S(=O)(=O)N3CCCC3)ccc21)Nc1ccc(C(F)(F)F)cc1,5,-1,-3,2,-0.7,2,1.8,.,-1,3
CCCCCC(=O)N1CCN(CCN=CC2=C(O)CC(c3cccs3)CC2=O)CC1 (stereo unspecified),1&4,7&-17,-2&-5,-3,-0.3&-2.8,-4&-2,0.1&-1.2,-3,-3&4,-5&1
COc1ccc(OC)c(S(=O)(=O)n2ccnc2C(C)C)c1,4,-2,-14,-4,2.7,7,0.6,-2,1,-23
CC(=C/c1ccccc1)/C=N/NC(=O)c1cc(C)oc1C,-5,25,-7,-2,-3.8,-3,-0.1,3,3,0
COc1ccccc1/C=C/C(=O)OC(C)CN1CCCCC1 (stereo unspecified),-5,-2,-1,-5,2.1,-3,0.0,0,0,0
CCOCC(=O)N1CCN(Cc2ccc3c(c2)OCO3)CC1,-18,0,-10,-5,-6.1,7,-1.7,31*,9.3*,3
Cc1nc2c(Cl)c(C)nn2c2c1CCC2,4,8,-1,5,0.7,1,-0.1,-2,1,6
COc1ccc2nc(NC(=O)CCN3C(=O)c4ccccc4C3=O)sc2c1,3,11,5,3,0.1,0,0.9,2,-2,10

Further compounds follow:
structure,Rtt109 HAT inh,MITF TRPM1 HTS,dFosB activator,CAL PDZ FP-1,CAL PDZ FP-2,RTF Ca sens act,CDK5 inh,Wnt act,V-ATPase pH,Tat export inh
COc1ccc(OC)c(Nc2ccc(C(=O)O)cc2[N+](=O)[O-])c1,-1,-1,-2,-5,-1.2,0,-0.1,-4,-4,-5
COc1cccc(NS(=O)(=O)c2ccc(C)c(C(=O)N3CCCCC3)c2)c1,-2,9,-5,5,-1.7,-3,-0.6,1,0,3
c1ccc(Nc2cccc3ccccc23)cc1,3,9,-10,14,0.7,10,-0.4,-2,-1,2
O=C(OCC(=O)N1CCN(c2ccccc2)CC1)c1ccccc1[N+](=O)[O-],2,?,1,.,1.1,-2,-0.2,-1,-3,3
O=C(NCc1ccccn1)c1c(Cl)cccc1Cl,-9,.,-4,.,-0.1,-4,-0.2,4,-1,-1
CCOC(=O)c1cnn(-c2ccccc2)c1-n1cccc1C(=O)C(=O)N(CC)CC,-1,-3,2,.,0.7,2,-1.7,-1,-3,1
CCN(C[C@H]1N[C@@](CC)(C(=O)OC)[C@H]2C(=O)N(C)C(=O)[C@@H]12)C(=O)COc1ccccc1,6,0,-3,4,0.9,-1,2.1,-1,2,3
